Screening data deposited in PubChem by several laboratories.
Cdc42 wt GTP – human Cdc42 wildtype GTP binding change, either direction. hit rate 0.2% among 190,000. AID 761. percent activity (GTP binding), % at 10 µM. GST-Cdc42 beads, Bodipy-GTP binding, flow cytometry; actives lie on both sides;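 active = percent activity GTP binding at least 20 points away from the 100% baseline, either down as inhibitor or up as activator; inconclusive = compound flagged as likely green fluorescent from well-wide comparison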;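 note: median bead fluorescence of bound Bodipy-FL-GTP at 100 nM; 0% = excess unlabeled GTP control and 100% = no compound control; below 100% means less GTP binding so inhibitor and above means activator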
Target sequence (P60953 whole entry, looked up): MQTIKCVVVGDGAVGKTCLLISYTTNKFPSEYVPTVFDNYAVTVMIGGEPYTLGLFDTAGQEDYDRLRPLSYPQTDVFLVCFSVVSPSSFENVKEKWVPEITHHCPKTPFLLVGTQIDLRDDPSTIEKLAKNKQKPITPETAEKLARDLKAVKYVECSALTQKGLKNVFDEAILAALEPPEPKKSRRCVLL
HRas wt GTP bind – human HRas wildtype GTP binding, change in either direction; GTP binding activity, % at 10 µM; hit rate 0.14% among 190,000; AID 759; GST-Ras wt beads, Bodipy-FL-GTP binding, flow cytometry; actives lie on both sides; P01112;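 active = GTP binding activity at least 20% away from the 100% baseline, either lowered as inhibitor or raised as activator; inconclusive = flagged as likely green fluorescent, judged across all proteins in the well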;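 note: 0% = unlabeled GTP competition control and 100% = no-compound control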
Target sequence (P01112 whole entry, looked up): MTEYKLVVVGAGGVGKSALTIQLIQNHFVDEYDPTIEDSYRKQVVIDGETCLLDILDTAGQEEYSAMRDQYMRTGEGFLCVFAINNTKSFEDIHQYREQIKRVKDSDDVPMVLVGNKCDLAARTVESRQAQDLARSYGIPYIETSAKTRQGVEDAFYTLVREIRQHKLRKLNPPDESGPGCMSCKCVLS
Rac1 mut GTP – alters GTP binding to activated mutant human Rac1; P63000; GST-Rac1 activated beads, fluorescent GTP binding, flow cytometry; actives lie on both sides; 100% means binding = to untreated wells; percent activity (GTP binding), % at 10 µM; hit rate 0.11% among 190,000;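 active = GTP binding at least 20 percentage points away from the 100% baseline, in either direction, so actives lie on both sides; inconclusive = Compound likely fluorescent itself, or too few beads counted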
Rac1 wt modul – human Rac1 wildtype GTP binding, inhibitors and activators. GST-Rac1 beads, fluorescent GTP binding, flow cytometry; actives lie on both sides; 0 = cold GTP competed, 100 = untreated. GTP binding activity (% of control), % at 10 µM. hit rate 0.27% among 190,000. AID 757;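 active = GTP binding activity at least 20 points away from the 100% control level, either lower or higher; inconclusive = compound flagged as likely green fluorescent, judged across all proteins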
Pf gamet viab – kills late stage P. falciparum gametocytes | hit rate 0.065% among 150,000 | P. falciparum stage V gametocytes, ATP luminescence, 24 h | inhibition, % at 10.9 µM;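 active = inhibition above the mean plus 3 SD of compounds within the control limits, set per campaign, cut at about 38% in these data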;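 note: 0% = DMSO wells and 100% = medium only without gametocytes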
Rab2 wt GTP – changes GTP binding to wildtype dog Rab2A, up or down | GST-Rab2 wt beads, Bodipy-GTP binding, flow cytometry | GTP binding activity, % at 10 µM | hit rate 0.19% among 190,000 | AID 760;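 active = GTP binding activity at least 20 points away from 100%, either lowered or raised; inconclusive = signal likely due to the compound's own green fluorescence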;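 note: 0% = beads with excess unlabeled GTP and 100% = no-compound control corrected for plate trend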
Mcl1-Bid inh – Mcl-1/Bid interaction inhibition; AID 1021; TR-FRET Mcl-1/Bid-Dy647 peptide binding, 1536-well; hit rate 0.97% among 220,000; inhibition, % at 21.7 µM; Q07820;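 active = compounds that cut the binding signal by more than half at the single screening dose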;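 note: His-tagged Mcl-1 with europium anti-His antibody binding Bid BH3 peptide; 0% = Mcl-1 plus peptide wells and 100% = peptide-only wells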
Target sequence (Q07820 whole entry, looked up): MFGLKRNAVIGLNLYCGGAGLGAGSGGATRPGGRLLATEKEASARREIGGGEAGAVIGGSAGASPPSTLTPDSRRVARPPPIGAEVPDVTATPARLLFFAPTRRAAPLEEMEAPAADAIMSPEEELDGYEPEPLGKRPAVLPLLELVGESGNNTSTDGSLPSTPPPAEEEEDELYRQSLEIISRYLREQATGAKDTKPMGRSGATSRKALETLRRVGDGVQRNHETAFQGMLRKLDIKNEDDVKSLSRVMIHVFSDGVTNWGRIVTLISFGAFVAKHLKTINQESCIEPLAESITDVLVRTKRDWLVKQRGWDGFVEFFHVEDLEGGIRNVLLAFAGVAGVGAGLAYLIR
GSH bead fluor – compound fluoresces at 488/530 nm on GSH beads; GSH beads flow cytometry, compound fluorescence 488/530 nm; hits give high values; fluorescence (KMESF) at 10 µM; AID 1776; hit rate 0.25% among 190,000; in the data active = fluorescence above about 89;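 note: glutathione beads carrying GST-tagged Bcl family fusion proteins plus one bare bead set; values are compound well signal with DMSO vehicle wells as background; inactives centre near 16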
Mcl1-Noxa inh – Mcl-1/Noxa interaction inhibition; TR-FRET Mcl-1/Noxa peptide binding, 2 h; inhibition, % at 21.7 µM; hit rate 1.5% among 220,000;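 active = compounds that cut the protein-peptide binding signal by more than 50% relative to plate controls in a single-dose test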;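 note: His-tagged Mcl-1 with rhodamine Noxa BH3 peptide and terbium anti-His antibody; 0% = Mcl-1 plus Noxa peptide wells and 100% = peptide-only wells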
Avidin fluor – avidin bead compound fluorescence profile. fluorescence (KMESF) at 10 µM. Avidin beads, compound fluorescence 488/530 nm, flow cytometry; hits give high values. hit rate 0.38% among 220,000; in the data active = fluorescence above about 47; note: inactives centre near 10
Rab7 wt GTP bind – dog Rab7 wildtype GTP binding, inhibitors and activators; hit rate 0.055% among 190,000; AID 758; GST-Rab7 beads, fluorescent GTP binding, flow cytometry; actives lie on both sides; untreated = 100%, excess cold GTP = 0%; GTP binding activity (percent of control), % at 10 µM;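 active = fluorescent GTP binding to Rab7 beads changed by at least 20 points from the 100% baseline, either direction, mostly lower; inconclusive = compound itself probably fluorescent, or too few beads counted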;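 note: median green fluorescence of bound Bodipy-FL-GTP per Rab7 bead population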
An asterisk follows results filed as active; ? = inconclusive; nt = no result given.

SMILES	Cdc42 wt GTP	HRas wt GTP bind	Rac1 mut GTP	Rac1 wt modul	Pf gamet viab	Rab2 wt GTP	Mcl1-Bid inh	GSH bead fluor	Mcl1-Noxa inh	Avidin fluor	Rab7 wt GTP bind
O=C(Nc1nnc(C2CC2)s1)C1Cc2ccccc2CN1S(=O)(=O)c1ccccc1F (stereo not given)	100.0	99.0	99.0	101.0	nt	101.0	-55.4	nt	-70.3	5	96.0
CCOC(=O)COc1cccc2c(=O)n(CC(=O)NCc3ccc4c(c3)OCO4)ccc12	99.0	102.0	98.0	107.0	nt	100.0	-6.3	19	7.2	9	102.0
C=CCN(CC=C)C(=S)NC(=O)c1ccc(OC)cc1	96.0	93.0	94.0	96.0	-19.1	97.0	-40.8	18	14.0	8	93.0
COc1ccccc1OCCCCN1CCN(c2ccccc2OC)CC1	103.0	102.0	100.0	101.0	-3.1	102.0	12.6	20	-3.5	7	101.0
COC(=O)c1c(-c2ccccc2)csc1NC1=NS(=O)(=O)c2ccccc21	96.0	100.0	99.0	100.0	nt	100.0	-47.8	8	2.1	8	96.0
CCOC(=O)c1c(NC(=O)C(=O)N/N=C/c2ccccc2OC)sc2c1CCCCC2	101.0	99.0	99.0	100.0	7.8	99.0	11.3	21	-10.7	12	100.0
CCOc1ccc(CCNC(=O)COc2cc(=O)n(C)c3ccccc23)cc1OCC	96.0	94.0	94.0	94.0	2.3	95.0	1.1	7	-6.9	6	102.0
Cn1cnnc1SCC(=O)NC1CCCc2ccccc21 (stereo not given)	97.0	103.0	101.0	102.0	nt	101.0	1.3	12	3.0	8	105.0
O=C(C1CCN(S(=O)(=O)c2cccc3cccnc23)CC1)N1CCN(c2ccccn2)CC1	100.0	101.0	99.0	101.0	7.2	102.0	-20.9	27	7.5	8	101.0
COc1cc(C(=O)Nc2ccc3c(c2)OCCO3)ccc1-n1cnnn1	?	?	?	?	20.5	?	-7.8	22	10.9	8	?
Cc1cc(C(=O)Nc2c(C)nn(Cc3c(Cl)cccc3Cl)c2C)no1	98.0	99.0	96.0	97.0	nt	97.0	-21.9	35	1.0	14	99.0
O=C(CCCCn1c(=O)c2ccccc2n(Cc2ccccc2)c1=O)NC1CCN(Cc2ccccc2)CC1	95.0	96.0	96.0	95.0	5.6	99.0	31.9	15	13.2	13	100.0
O=C(/C=C/c1ccco1)c1ccc(NC(=O)C23CC4CC(CC(C4)C2)C3)cc1	90.0	100.0	98.0	102.0	-5.8	97.0	30.9	17	60.1*	10	99.0
COc1ccc(NC(=O)C(C)Oc2ccc(/C(C)=N\O)cc2)cc1 (stereo not given)	107.0	103.0	102.0	109.0	nt	102.0	-20.2	4	20.4	8	101.0
Cc1ccc2c(CC(=O)NCC3COc4ccccc4O3)coc2c1 (stereo not given)	100.0	104.0	102.0	109.0	23.3	103.0	-17.7	8	17.7	8	102.0
N#Cc1cn(Cc2ccccc2)c2ccccc12	99.0	96.0	97.0	99.0	nt	98.0	-2.7	34	-14.9	14	99.0
COCC(=O)Nc1nc2n(n1)C(c1ccccc1Cl)CC(c1ccc(OC)cc1)N2 (stereo not given)	106.0	105.0	101.0	102.0	nt	105.0	-20.4	69	11.1	8	99.0
CCOC(=O)c1c(C)[nH]c(C(=O)Nc2ccc3c(c2)OCO3)c1C	109.0	104.0	106.0	116.0	nt	100.0	-47.2	13	14.1	14	105.0
Cc1ccc(C(=O)NC2CCCCC2)cc1	106.0	106.0	98.0	102.0	12.4	106.0	-23.1	15	-6.8	11	100.0
COc1ccc(CC(=O)NC(C)c2nnc(SCC(=O)c3ccc(OC)cc3)n2C)cc1 (stereo not given)	95.0	96.0	95.0	97.0	nt	97.0	3.1	10	4.0	2	97.0
COc1ccc(NS(=O)(=O)c2c(F)cc(F)c(Cl)c2F)cc1S(=O)(=O)N1CCCCC1	98.0	101.0	99.0	102.0	-3.3	99.0	-13.8	10	-3.6	4	100.0
COc1ccc(-c2nsc3c(SCC(=O)Nc4cc(C)ccc4C)ncnc23)cc1	98.0	100.0	97.0	100.0	nt	99.0	-28.5	49	-12.0	22	102.0
O=C(CSc1nnc(-c2ccc(F)cc2)c2ccccc12)Nc1c(F)cccc1F	100.0	101.0	99.0	103.0	1.2	101.0	6.9	21	3.8	10	98.0
S=c1[nH]nc(COc2ccc3c(c2)OCO3)n1-c1ccccc1	100.0	98.0	99.0	104.0	nt	100.0	23.2	31	31.8	9	102.0
O=C(CSc1nc2ccccc2o1)Nc1ccccc1N1CCCCCC1	99.0	98.0	98.0	97.0	-19.4	97.0	-30.6	11	-34.7	10	96.0
CCn1c(=N)c(S(=O)(=O)c2ccc(C)cc2)cc2c(=O)n3ccccc3nc21	81.0	84.0	90.0	74.0*	nt	84.0	-5.6	11	-2.5	11	95.0
CCCNc1nc(N2CCOCC2)nc(N2CCOCC2)n1	102.0	98.0	98.0	100.0	17.1	99.0	-9.2	12	-3.6	34	99.0
COc1ccc(CC(=O)NC(C)c2nnc(SCC(=O)Nc3ccccc3)n2C)cc1 (stereo not given)	96.0	96.0	96.0	98.0	7.4	102.0	-30.1	18	2.1	8	104.0
COc1ccc(C2=NOC3(CC(=O)N(c4ccc(Cl)cc4)C3=O)C2)c(OC)c1 (stereo not given)	99.0	97.0	96.0	97.0	nt	98.0	-4.6	59	5.8	12	98.0
O=C(CSc1nc2c(cnn2-c2ccc(F)cc2)c(=O)[nH]1)N1CCCCC1	94.0	95.0	95.0	94.0	nt	97.0	-19.5	19	22.0	11	97.0
Cc1ccc(C(=O)Nc2ccccc2C(=O)NCc2ccccc2)cc1	98.0	100.0	100.0	102.0	nt	98.0	-0.5	12	2.6	4	103.0
COc1ccc(CN2CNc3c(c(=O)n(C)c(=O)n3C)C2)cc1	102.0	101.0	100.0	106.0	-0.8	98.0	-10.4	19	5.4	4	101.0
CN(C(=O)COC(=O)CCc1nc2ccccc2c(=O)[nH]1)C1CCS(=O)(=O)C1 (stereo not given)	100.0	95.0	97.0	99.0	-9.9	100.0	-10.1	12	-4.3	12	108.0
O=C(NCc1cccnc1)c1cccs1	99.0	99.0	97.0	102.0	9.2	96.0	-4.6	19	14.6	10	94.0
COc1ccc(Nc2ccc(N3C(=O)CC(C)C3=O)cc2[N+](=O)[O-])cc1OC (stereo not given)	96.0	94.0	95.0	97.0	19.1	95.0	-33.3	11	-6.7	10	97.0
COC(=O)c1ccc(CSc2nnc3nc(C)cc(C)n23)cc1	94.0	95.0	94.0	97.0	-13.7	94.0	-11.1	25	11.3	10	95.0
O=C(NCc1ccco1)Nc1cccs1	97.0	97.0	97.0	99.0	nt	96.0	-24.0	22	10.2	32	97.0
COc1cc2oc(=O)cc(C)c2c(OC)c1OC	95.0	100.0	98.0	100.0	-3.9	94.0	-3.8	8	21.9	4	104.0
COc1ccc(-c2[nH]ncc2CN(CC2CCC(=O)N2)C(C)C)cc1F (stereo not given)	100.0	94.0	97.0	96.0	-4.5	97.0	-18.4	31	4.5	8	96.0
Cc1ccc(-c2nn(-c3ccccc3)cc2/C=C(\C#N)c2cccc(C#N)c2)o1	101.0	101.0	100.0	104.0	nt	101.0	2.0	42	-7.3	5	103.0
C#CC(C)(CC)NC(=O)c1cc2nc(C3CC3)cc(C(F)(F)F)n2n1 (stereo not given)	95.0	95.0	95.0	98.0	2.4	96.0	-29.5	8	-0.6	14	97.0
CCOCCCNC(=O)CSc1ccccc1	102.0	105.0	102.0	109.0	nt	102.0	20.8	37	17.1	51*	101.0
Cc1ccccc1/C=C/C(=O)NCC(=O)N1CCC(N(C)C2CCCCC2C)CC1 (stereo not given)	96.0	97.0	98.0	100.0	-2.3	95.0	-22.9	18	-2.6	5	92.0
CC(=O)c1c(C)[nH]c(C(=O)OCn2nnc3ccccc3c2=O)c1C	101.0	101.0	98.0	101.0	nt	98.0	-16.3	32	2.5	5	97.0
c1ccc(CN2CCC(Nc3ncnc4sccc34)CC2)cc1	100.0	100.0	99.0	101.0	-0.2	101.0	-36.1	12	10.7	8	106.0
C=CCn1c(SCC(=O)NCCCC)nc2scc(-c3ccco3)c2c1=O	99.0	97.0	96.0	99.0	14.7	95.0	-25.2	25	18.8	30	98.0
COc1cccc(NC(=O)N2CCN(c3ccc(C(F)(F)F)cn3)CC2)c1	104.0	103.0	99.0	101.0	nt	100.0	-4.2	16	5.3	8	102.0
CC(=O)c1c(C)[nH]c(C(=O)COC(=O)CNS(=O)(=O)c2ccccc2)c1C	97.0	96.0	92.0	94.0	5.6	95.0	8.6	43	28.5	12	94.0
Nc1nnc(CC(=O)N/N=C/c2cc([N+](=O)[O-])cc(Br)c2O)s1	86.0	87.0	85.0	91.0	6.2	85.0	-56.1	12	55.9*	5	93.0
CCCCc1c(O)nc(SCC(=O)NCC2CCCO2)[nH]c1=O (stereo not given)	101.0	100.0	98.0	104.0	-3.8	99.0	-9.9	33	12.2	12	103.0
CN(CCCC(=O)Nc1ccncc1)S(=O)(=O)c1ccc(Cl)cc1	107.0	100.0	99.0	105.0	22.6	101.0	8.2	30	18.1	11	101.0
c1ccc(CCN(Cc2ccccc2)Cc2nc(C3CC3)no2)cc1	94.0	93.0	94.0	98.0	13.2	94.0	-4.2	8	-13.5	9	93.0
O=C1N(Cc2cccnc2)C[C@@H]2C[C@@H](c3cccc(OCc4ccccc4)c3)N3CCC[C@@]123	98.0	97.0	96.0	98.0	12.6	100.0	-59.3	18	-0.2	6	106.0
CCOc1ccc(C)cc1S(=O)(=O)NC1CCCCC1	96.0	97.0	94.0	96.0	-1.0	96.0	-5.9	19	5.3	nt	94.0
O=C(NC(=S)Nc1ccc2[nH]c(=O)[nH]c2c1)c1cncc(Br)c1	91.0	92.0	93.0	95.0	-1.8	91.0	-31.0	11	28.9	11	95.0
CCCCc1ccc(NC(=O)N[C@H](C(=O)O)C(C)C)cc1	103.0	102.0	99.0	103.0	nt	99.0	9.1	24	6.6	29	103.0
Cc1ccccc1NC(=O)c1ccccc1O	97.0	98.0	95.0	95.0	nt	96.0	-23.7	20	2.1	11	97.0
CC(C)(C)c1ccc(-c2nc(C#N)c(NCc3ccncc3)o2)cc1	97.0	96.0	95.0	101.0	nt	94.0	-29.1	12	32.6	9	95.0
